# DUSP3 inh: VHR1 (DUSP3) phosphatase inhibition. hit rate 0.7% among 50,000. inhibition, % at 20 µM. recombinant VHR phosphatase, colorimetric substrate read-out. P51452; in the data active = inhibition above about 60%; note: some results filed as inactive read as strong as hits
# Target sequence (P51452 whole entry, looked up): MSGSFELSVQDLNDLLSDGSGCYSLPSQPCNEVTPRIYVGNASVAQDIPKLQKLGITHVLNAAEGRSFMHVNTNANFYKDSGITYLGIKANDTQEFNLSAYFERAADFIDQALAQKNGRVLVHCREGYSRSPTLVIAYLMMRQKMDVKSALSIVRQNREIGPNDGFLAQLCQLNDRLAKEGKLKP
# Numbers without * were called inactive. A portion of the library; the hit share may differ from the screen's.
SMILES,DUSP3 inh
CCOC(=O)C1=C(C)N=c2s/c(=C\c3ccccc3F)c(=O)n2C1c1ccc(OC)c(OC)c1 (centres undefined),-5.1
Cc1csc(-c2cc3ccc(OCc4c(F)cccc4Cl)cc3oc2=O)n1,-5.0
COc1ccccc1N1CCN(/N=C\c2cccn2C)CC1,25.2
O=C(N/N=C/c1ccco1)c1ccc(C(=O)N/N=C/c2ccco2)cc1,-14.5
O=C(NCCCn1ccnc1)c1ccc(Cl)cc1,-27.8
CN(C)CCCN(CCCNC(=O)/C=N/O)Cc1ccccc1,-24.9
COc1ccc(Cl)cc1NC(=O)/C=C/c1cccc([N+](=O)[O-])c1,-4.1
CC(=O)Oc1ccccc1N1C(=O)c2cccc([N+](=O)[O-])c2C1=O,-9.5
O=C1CC(c2ccccc2)CC2=C1C(c1ccccc1Cl)Nc1ccccc1N2 (centres undefined),-19.3
O=C(/C=C/c1ccc2c(c1)OCO2)NCc1ccc(Cl)cc1Cl,-3.5
COc1ccc2oc(=O)c(-c3csc(Nc4ccccc4C)n3)cc2c1,-22.0
CC(C)C(NC(=O)c1ccccc1Br)C(=O)O (centres undefined),-8.7
CCOC(=O)COc1ccccc1/C=N/NC(=O)COc1ccc(Br)cc1OC,-8.8
O=C(NNC(=O)c1sc2ccccc2c1Cl)Nc1cccc(Cl)c1,-9.8
Cc1ccc(N[C@@H]2C[C@H](O)[C@@H](CO)O2)cc1C,0.4
CC(=O)c1ccc(NC(=S)NC(NC(=O)c2ccccc2Cl)C(Cl)(Cl)Cl)cc1 (centres undefined),-12.3
O=C(COc1ccccc1)N1CCN(C2CCN(Cc3ccccc3)CC2)CC1,-3.4
CC(=O)N1CCC(=O)N1c1ccccc1,7.1
COc1ccc(S(=O)(=O)N2CCN(C3CCCC3)CC2)cc1,3.1
CCCOc1ccc(-c2n[nH]c(=S)n2-c2ccccc2)cc1,1.8
COc1cccc(C2CN(c3ccccc3)N=C2c2cccs2)c1OC (centres undefined),-10.7
COc1cc(/C=c2\sc3nc4ccccc4n3c2=O)cc(Cl)c1OCc1ccccc1F,4.5
CCOc1ccc(Cc2c(C)[nH]c3c(Br)cccc3c2=O)cc1,-8.1
COC(=O)c1sccc1NC(=O)c1cccc2ccccc12,4.8
O=C(NCCCCc1ccccc1)C1CC(=O)N(c2ccc(Br)cc2)C1 (centres undefined),-44.7
Cc1cc(NC(=O)CCN2C(=O)/C(=C/c3ccc(F)cc3)SC2=S)no1,2.8
CCOC(=O)NC12CC3CC(C)(CC(C)(C3)C1)C2,-14.1
O=C(c1nn2c(C(F)(F)F)cc(-c3cccs3)nc2c1Br)N1CCOCC1,-25.5
CN(C)c1cc(Nc2ccccc2)c2c3c(onc13)-c1ccccc1C2=O,-6.2
O=C(CN1CCCCC1)n1c2c(c3ccccc31)CCCC2,4.2
Cc1ccc(/C=N/N2C(=O)c3ccccc3C2=O)s1,-8.7
Cc1ccc(-c2csc(NC(=O)C3CCCCC3C(=O)O)n2)c(C)c1 (centres undefined),-20.4
O=C(Oc1ccccc1C(=S)N1CCOCC1)c1ccc([N+](=O)[O-])cc1,-5.4
CC1(C)Nc2ccccc2-c2c1sn(-c1cccc(Cl)c1)c2=S,-10.7
COc1cc(/C=C2/SC(=S)NC2=O)ccc1OS(=O)(=O)c1ccccc1[N+](=O)[O-],23.7
CCC1(C)Cc2c(sc3nc(SCC(=O)c4ccccc4)nc(N)c23)CO1 (centres undefined),-12.4
O=C(NCCNc1ccc(Cl)cc1[N+](=O)[O-])c1cc2ccccc2o1,4.1
Cc1cc(=O)n(C)c(=O)n1CCCCO,-4.3
COc1ccc(Cl)cc1NC(=O)C1=C(C)NC(=S)NC1c1ccccc1Cl (centres undefined),12.9
CC(=O)/C(=C1\NC(C)(C)Cc2ccccc21)c1ccccc1,-4.8
CNc1c([N+](=O)[O-])cnc(N/C=C/C=C/C=C(C#N)C#N)c1C#N,20.6
COc1ccc([N+](=O)[O-])cc1NC(=O)Cc1ccc(Br)cc1,-7.1
CCOc1ccc(C(=O)Nc2ccc3oc(-c4ccccc4F)nc3c2)cc1Cl,-1.1
CCOc1ccccc1NC(=O)CN1C(=O)/C(=C/c2cccc(Br)c2)SC1=S,0.8
Cc1cccc2sc(NC(=O)c3ccc(S(=O)(=O)N4CCCc5ccccc54)cc3)nc12,-14.9
O=C1NC(=O)C(=Cc2ccccc2)C(=O)N1,0.9
O=C(CCCOc1ccccc1)Nc1ccc(Cl)cc1,-5.9
COc1ccc(C(=O)Nc2ccc(-c3ccc(NC(=O)c4ccc(OC)cc4)c(OC)c3)cc2OC)cc1,-13.6
CCOC(=O)c1c(NC(=S)NC(=O)c2ccccc2)sc2c1CC(C(C)C)OC2 (centres undefined),-12.4
CN1CCN(c2ccc(/C=c3\sc4nc5ccccc5n4c3=O)cc2[N+](=O)[O-])CC1,-3.6

# (listing goes on)
SMILES,DUSP3 inh
c1cc(CNc2ccc(N3CCOCC3)cc2)ccn1,-19.6
O=C1CC(c2ccccc2)CC2=C1C(c1ccc(Cl)c(Cl)c1)Nc1ccccc1N2 (centres undefined),-16.6
Cc1cc2nc3s/c(=C\c4ccc(-c5ccc(Cl)c([N+](=O)[O-])c5)o4)c(=O)n3c2cc1C,8.8
Cc1ccc(C(=O)Nc2cccnc2)o1,-5.8
CC(C)c1ccc(N2C(=O)NC(=O)/C(=C/c3ccco3)C2=O)cc1,-18.4
Cc1cccc(Nc2ccc([N+](=O)[O-])c3nonc23)c1,-38.6
CCOc1ccc(/C(C)=N/NS(=O)(=O)c2ccccc2)cc1,12.8
O=C(/C=C/c1ccc(Cl)cc1Cl)Nc1nn[nH]n1,10.4
CC1=C(C(=O)Nc2ccccc2Cl)C(c2ccc(C(C)C)cc2)NC(=S)N1 (centres undefined),2.6
CCOC(=O)C1=NN(c2ccccc2)C(=O)C1OC(C)=O (centres undefined),-34.4

# As a working copy, some entries already given:
SMILES,DUSP3 inh
CCOC(=O)C1=C(C)N=c2s/c(=C\c3ccccc3F)c(=O)n2C1c1ccc(OC)c(OC)c1 (centres undefined),-5.1
Cc1csc(-c2cc3ccc(OCc4c(F)cccc4Cl)cc3oc2=O)n1,-5.0
COc1ccccc1N1CCN(/N=C\c2cccn2C)CC1,25.2
O=C(N/N=C/c1ccco1)c1ccc(C(=O)N/N=C/c2ccco2)cc1,-14.5
O=C(NCCCn1ccnc1)c1ccc(Cl)cc1,-27.8

# Other structures follow:
SMILES,DUSP3 inh
O=C(O)CN1C(=O)/C(=C/c2ccc(-c3ccccc3[N+](=O)[O-])o2)SC1=S,31.4
O=C(NCCOc1ccccc1Cl)C(c1ccccc1)c1ccccc1,-17.6
Nc1ccc(Nc2nc(-c3ccncc3)cs2)cc1,1.5
CCN(CC)C(=O)C(=O)NNC(=O)COc1ccc(Cl)cc1,-16.0
O=[N+]([O-])c1ccc(Cl)c2ncccc12,0.8
CCOC(=O)c1c(NC(=O)c2ccc(S(=O)(=O)N3CCCCC3)cc2)sc(C(C)=O)c1C,1.1
O=C(O)CCCCCN1C(=O)C(O)=C(C(=O)/C=C/c2ccccc2)C1c1ccc(O)cc1 (centres undefined),-12.3
Cc1c(C(=O)Nc2cccc(S(N)(=O)=O)c2)oc2ccc(Cl)cc12,-9.1
Cc1nn(-c2ccc(Br)cc2)c(=O)c2ccccc12,2.1
O=C(CN1C(=O)c2cccc3cccc1c23)Nc1ccc2c(c1)OCO2,37.2

# Some of the entries so far, bar-delimited:
SMILES | DUSP3 inh
O=C(NCCOc1ccccc1Cl)C(c1ccccc1)c1ccccc1 | -17.6
Cc1c(C(=O)Nc2cccc(S(N)(=O)=O)c2)oc2ccc(Cl)cc12 | -9.1
CCOC(=O)c1c(NC(=O)c2ccc(S(=O)(=O)N3CCCCC3)cc2)sc(C(C)=O)c1C | 1.1
Cc1nn(-c2ccc(Br)cc2)c(=O)c2ccccc12 | 2.1
CCN(CC)C(=O)C(=O)NNC(=O)COc1ccc(Cl)cc1 | -16.0
O=C(O)CN1C(=O)/C(=C/c2ccc(-c3ccccc3[N+](=O)[O-])o2)SC1=S | 31.4
O=[N+]([O-])c1ccc(Cl)c2ncccc12 | 0.8

# (next part)
SMILES,DUSP3 inh
Cc1cc(C)cc(OC(=O)COc2ccc(Br)cc2Br)c1,-32.4
COC(=O)C1=C(C)NC2=C(C(=O)CC(C)(C)C2)C1c1ccccc1 (centres undefined),-17.3
Cc1cc(OCCN2CCCC2)ccc1Cl,-17.4
CC(C)CC(=O)NS(=O)(=O)c1ccc(NC(=O)c2ccco2)cc1,-6.4
Cc1cccc(OCCCc2c(C)n[nH]c2C)c1,3.8
Cc1ccc(C(=O)Nc2cccc([N+](=O)[O-])c2C)cc1C,-16.6
COc1cc(/C=C2\C(=O)N(c3ccc(S(N)(=O)=O)cc3)N=C2C)cc(Br)c1OCc1ccccc1,1.7
COc1ccccc1NS(=O)(=O)c1ccc(C)c([N+](=O)[O-])c1,-16.6
Cc1onc(-c2c(Cl)cccc2Cl)c1C(=O)NCC1CCCO1 (centres undefined),-0.4
Cc1nnc(Nc2ccc(C(=O)N3CCCCC3)cc2)c2ccccc12,-7.4
CN=C(Nc1cccc(OC)c1)SC1CC(=O)N(c2ccccc2F)C1=O (centres undefined),-15.5
COc1ccc(C2CC(C(F)(F)F)n3nc(C(=O)Nc4c(F)cc(F)cc4Br)c(Cl)c3N2)cc1OC (centres undefined),11.4
Cc1ccc(N2NC(=O)/C(=C/c3ccc(-c4ccc5c(c4)C(=O)NC5=O)o3)C2=O)cc1C,48.9
COc1ccc(/C=C2\SC(=S)N(Nc3ccccc3)C2=O)cc1OC,0.9
Cc1ccc2oc(-c3ccco3)cc(=O)c2c1,-20.1
Cc1ccc(OCC(=O)NCc2ccncc2)c(Br)c1,-5.2
COc1cc(/C=N/NC(=O)CC(=O)NC(C)C)cc(OC)c1OC,-21.4
COC(=O)c1c(N)sc(C)c1-c1cc(C)ccc1C,7.3
CSCCC(NC(=O)/C(=C\c1ccccc1)NC(=O)c1ccco1)C(=O)O (centres undefined),-4.9
NS(=O)(=O)c1ccc(N/C=C\C(=O)c2ccc3c(c2)OCO3)cc1,-12.0
CCc1ccc(OCCOCCN2CCC(C)CC2)cc1,-5.1
Cc1occc1C(=O)NC1CCCCCC1,-13.9
O=C(Nc1cc(-c2nc3ccccc3s2)ccc1Cl)c1ccc([N+](=O)[O-])cc1,-8.3
O=C(COc1ccccc1Cl)NCCCN1CCOCC1,-7.6
COc1ccccc1NC(=O)CSc1cc(Cl)ccc1Cl,15.9
Cc1ccc(-n2c(C)cc(/C=N/NC(=O)CN3CCOCC3)c2C)cc1C,35.9
COc1cc(NS(=O)(=O)c2ccc([N+](=O)[O-])cc2)c(OC)cc1Br,-1.8
CCc1c(C)sc(NC(=O)c2c(-c3ccccc3)noc2C)c1C(N)=O,15.8
CC(=O)Nc1ccc(C(=O)NCc2ccco2)cc1,-64.8
COc1ccc(N(CC(=O)Nc2ccc(Cl)cc2C)S(=O)(=O)c2ccc(C)c([N+](=O)[O-])c2)cc1,-20.7

# Seven structures from above, sorted by number of heavy atoms, smallest number first:
SMILES,DUSP3 inh
Cc1occc1C(=O)NC1CCCCCC1,-13.9
CC(=O)Nc1ccc(C(=O)NCc2ccco2)cc1,-64.8
COc1ccccc1NC(=O)CSc1cc(Cl)ccc1Cl,15.9
CCc1c(C)sc(NC(=O)c2c(-c3ccccc3)noc2C)c1C(N)=O,15.8
Cc1ccc(-n2c(C)cc(/C=N/NC(=O)CN3CCOCC3)c2C)cc1C,35.9
O=C(Nc1cc(-c2nc3ccccc3s2)ccc1Cl)c1ccc([N+](=O)[O-])cc1,-8.3
COc1ccc(N(CC(=O)Nc2ccc(Cl)cc2C)S(=O)(=O)c2ccc(C)c([N+](=O)[O-])c2)cc1,-20.7

# The list goes on.
SMILES,DUSP3 inh
O=C1CSC(c2cccc(Cl)c2Cl)N1 (centres undefined),24.8
COc1cc(C(=O)NCCOc2ccccc2Cl)cc(OC)c1OC,-14.3
CCOc1cccc(C(=O)Nc2nc3ccc(C)cc3s2)c1,-14.6
Cc1ccc(/C=N/NC(=O)C(C)Nc2ccc(Cl)cc2)o1 (centres undefined),-17.0
CC(=O)N(c1ccccc1)C1CC(C)N(C(=O)c2cccs2)c2ccccc21 (centres undefined),3.5
CN1C(=O)/C(=C\c2ccc(OCCOc3ccc(Br)cc3)cc2)SC1=S,-1.0
COc1ccc2ncn(-c3ccccc3)c2c1,-10.9
Cc1ccc(C2(c3ccc(C)cc3)C(=O)NCc3ccccc32)cc1,-9.0
CC(=O)N1C(Nc2ccccc2)CC(C)N1c1ccccc1 (centres undefined),-3.4
CCOC(=O)C1=C(C)NC(=O)NC1c1ccc(SC)cc1 (centres undefined),-7.2
C=CCc1ccc(OCCCCN2CCC(C)CC2)c(OC)c1,6.5
COc1cc(OC)cc(C(=O)N/N=C(\C)CC(=O)Nc2ccccc2C(F)(F)F)c1,13.9
C=CCNC(=O)C(=O)N/N=C/c1ccccc1O,-25.8
COc1ccc(C2Nc3ccccc3NC3=C2C(=O)CC(c2ccc(OC)c(OC)c2)C3)cc1 (centres undefined),-11.2
Cc1cccc(NC(=S)NC(=O)/C=C/c2ccccc2)c1,-7.9
COc1ccc(C2=NOC(O)(C(F)(F)F)C2)cc1 (centres undefined),-11.0
COc1ccc(C2CC(C(F)(F)F)n3nc(C(=O)Nc4cccc(Cl)c4Cl)c(Cl)c3N2)cc1 (centres undefined),-7.9
O=C(NCc1ccco1)C(=O)Nc1ccc([N+](=O)[O-])cc1,-3.9
COc1ccc(/C=C/C(=O)Nc2ccc(F)cc2)cc1Br,-1.1
COc1ccc(N2C(=O)CC(NCCCc3ccccc3)C2=O)cc1 (centres undefined),-6.6
CCOc1ccc(N(CC(=O)Nc2ccc(C)cc2)S(C)(=O)=O)cc1,-87.3
CCc1ccc(-c2nn(-c3cc(N4CCOCC4)ccc3[N+](=O)[O-])c(=O)c3ccccc23)cc1,-10.9
CC(C)Oc1cccc(C(=O)Nc2ccc3oc(-c4ccncc4)nc3c2)c1,2.5
O=C(c1ccccc1)c1ccc(C(=O)N2CCN(C(=O)c3ccc(C(=O)c4ccccc4)cc3)CC2)cc1,-22.4
COC(=O)C1=C(C)NC(=O)NC1c1ccc(OC(C)C)cc1 (centres undefined),-8.4
O=C(Nc1ccc([N+](=O)[O-])cc1)c1cc2ccccc2o1,-12.1
Cc1cccc(C(C)C)c1NC(=O)COc1ccc([N+](=O)[O-])cc1,-10.1
O=C(Nc1ccc(NC(=O)c2cccc3ccccc23)cc1)c1ccc(Br)cc1,-4.9
COc1cc(C(=O)c2cc(Br)ccc2NC(=O)C(OC)c2ccccc2)cc(OC)c1OC (centres undefined),16.3
CCCC(=O)Nc1ccc(Cl)cc1C(=O)O,3.0
